TDP1 block = TDP1 (human) enzyme inhibition | Q9NUW8 | Potency, µM (highest dose often 130 µM), without a hit: at the top dose activity change, negative = inhibition, usual class: inhibitors | 0.28% of 350,000 active | recombinant TDP1, AlphaScreen DNA substrate cleavage; also: nearly all actives have a fitted effect of over 40% in size
Target sequence (Q9NUW8 whole entry, looked up): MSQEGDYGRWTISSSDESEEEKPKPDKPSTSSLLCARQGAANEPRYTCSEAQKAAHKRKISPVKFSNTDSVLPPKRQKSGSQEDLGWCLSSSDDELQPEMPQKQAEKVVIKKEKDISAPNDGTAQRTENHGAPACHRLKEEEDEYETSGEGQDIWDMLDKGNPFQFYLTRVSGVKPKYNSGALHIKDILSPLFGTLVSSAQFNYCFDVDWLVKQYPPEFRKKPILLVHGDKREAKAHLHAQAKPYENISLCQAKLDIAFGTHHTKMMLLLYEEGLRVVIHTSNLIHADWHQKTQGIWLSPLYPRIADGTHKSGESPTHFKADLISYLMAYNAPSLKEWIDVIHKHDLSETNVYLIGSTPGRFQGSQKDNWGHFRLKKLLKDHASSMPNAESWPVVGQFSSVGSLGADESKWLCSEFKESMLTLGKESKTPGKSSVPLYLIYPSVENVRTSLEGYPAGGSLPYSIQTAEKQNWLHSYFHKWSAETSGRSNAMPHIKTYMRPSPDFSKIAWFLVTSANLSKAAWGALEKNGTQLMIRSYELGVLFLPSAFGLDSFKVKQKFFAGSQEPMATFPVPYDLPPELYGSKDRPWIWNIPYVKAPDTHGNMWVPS
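Signal: AlphaScreen proximity between streptavidin donor and anti-FITC acceptor beads on intact substrate. Reaction: Tdp1 1 nM, substrate 15 nM final, 5 min RT after 15 min compound preincubation.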
FEN1 inhibitor = inhibitors of human flap endonuclease 1; P39748; Recombinant FEN1 flap cleavage, fluorescence, 15 min; Potency, µM (doses to about 114 µM), inactives show top-dose activity change, negative = inhibition, usual class: inhibitors; 0.35% of 390,000 active; also: nearly all actives have a fitted effect of over 65% in size
Target sequence (P39748 whole entry, looked up): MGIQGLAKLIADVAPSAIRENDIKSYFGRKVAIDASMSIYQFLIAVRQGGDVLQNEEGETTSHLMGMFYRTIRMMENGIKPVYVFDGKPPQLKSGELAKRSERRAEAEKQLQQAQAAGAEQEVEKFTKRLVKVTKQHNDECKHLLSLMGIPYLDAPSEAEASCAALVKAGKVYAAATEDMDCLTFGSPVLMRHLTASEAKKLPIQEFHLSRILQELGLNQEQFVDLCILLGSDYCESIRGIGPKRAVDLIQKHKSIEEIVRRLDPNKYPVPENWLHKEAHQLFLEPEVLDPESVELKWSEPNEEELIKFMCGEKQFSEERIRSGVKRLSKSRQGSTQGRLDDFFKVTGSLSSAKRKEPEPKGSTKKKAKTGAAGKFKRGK
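Recombinant FEN1 (10 nM) was preincubated with pin-transferred compounds for 15 min at room temperature, then flap DNA substrate (50 nM final) was added. Plates were read at 0 and 15 min, and normalized concentration–response data were fitted to a four-parameter Hill equation.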
N370S GC = inhibitors or activators of N370S glucocerebrosidase for Gaucher disease; N370S GC spleen homogenate, 4MU-glucoside fluorescence; Potency, µM (top dose mostly 59.4 µM), for inactives: top-dose activity change, negative = inhibition, usual class: inhibitors; 0.092% of 330,000 active;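 also: 0% = full enzyme activity and -100% = no enzyme basal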
* marks the source's active call; other numbers are inactive results; ? = inconclusive; . = no result given; & = joins results of further samples; [ ] = remark or other dose. Calls follow the shape of the dose curve; as a rule, active = well fitted curve in the direction sought with a large enough effect; inconclusive = small, poorly fitted or top-dose-only effect, or another doubt; inactive = no such curve, though single readings can be large; an effect the other way counts as inactive or inconclusive. Unless noted, % is scaled to controls: 0 for no effect and ±100 for the full control effect; potency is read from the fitted curve at half-maximal effect. Random draw from the library. About 0.57% of those tested had a hit in this group.

1	COc1ccccc1NC(=O)COc1cccc2c1CCNC2=O
2	O=C(NC1CCCC1)c1ccc(CS(=O)Cc2ccc(Cl)cc2)o1 (stereo not given)
3	O=C(NC1CC2CCC(C1)N2Cc1ccccc1)c1ccccc1Cl (stereo not given)
4	CC(OC(=O)c1cc(Br)ccc1O)C(=O)NCc1ccc2c(c1)OCO2 (stereo not given)
5	O=C(NCc1ccccn1)C1CCN(S(=O)(=O)c2cc(Cl)ccc2Cl)CC1

assay / entry,1,2,3,4,5
TDP1 block,1%,1%,.,2%[0.505 µM],6%
FEN1 inhibitor,-7%,20%,-4%,1%,-1%
N370S GC,-1%,-9%,-5%,7%,3%

6	O=C(CC1C[C@H](C(=O)N2CCOCC2)[C@@]2(CCC3CCCC3)c3[nH]c4ccccc4c3CCN2C1=O)NCCCn1ccnc1 (stereo not given in full)
7	COc1ccc(C(=O)NNC(=S)NC(=O)c2cc(-c3ccccc3)nc3ccccc23)cc1
8	COC(=O)c1ccc(COc2ccccc2/C=N/NS(=O)(=O)c2ccc(C)cc2)cc1
9	CCOC(=O)N1CCC(n2c(=S)[nH]c3cc(OCC)c(OCC)cc3c2=O)CC1
10	CN(C(=O)COC(=O)c1ccccc1Cc1ccccc1)C1CCS(=O)(=O)C1 (stereo not given)

assay / entry,6,7,8,9,10
TDP1 block,2%,13%,0%,2%,1%
FEN1 inhibitor,-85%,4%,-2%,-3%,18%
N370S GC,.,4%,22%,-5%,-3%

11	COc1ccc(C(=O)NCCCOC(=O)c2ccc(OC)cc2)cc1
12	O=C(C1CCN(C2CC(=O)N(c3ccc(Cl)cc3)C2=O)CC1)N1CCOCC1 (stereo not given)
13	COc1ccccc1-c1cc(C(F)(F)F)nc(N2CCCC2)n1
14	Cc1ccc(NC(=O)Cn2c(-c3cncs3)nc3ccccc32)c(Br)c1
15	Cn1nc(C(=O)NNC(=O)c2cccc(Cl)c2)c2ccccc2c1=O

assay / entry,11,12,13,14,15
TDP1 block,2%,4%,-12%,7%,0%
FEN1 inhibitor,1%,3%,-16%,-8%,-3%
N370S GC,2%,-3%,-14%,.,.

16	O=C(CN1C(=O)c2ccccc2S1(=O)=O)c1ccc2c(c1)OCCCO2
17	O=C(Nc1ccc(F)cc1)C(c1ccccc1)N1CCN(C(=O)c2ccco2)CC1 (stereo not given)
18	Cc1ccc(S(=O)(=O)N2CCN(C(=O)CN3C(=O)c4ccc([N+](=O)[O-])cc4C3=O)CC2)cc1C
19	COC(=O)c1cc(C(=O)NC(C)C2CC3CCC2C3)cc([N+](=O)[O-])c1 (stereo not given)
20	CCCS(=O)(=O)N1CCCC(C(=O)Nc2ccc3c(c2)CCC3)C1 (stereo not given)

assay / entry,16,17,18,19,20
TDP1 block,1%,1%,2%,.,-6%
FEN1 inhibitor,-4%,-1%,-11%,-18%,-7%
N370S GC,-16%,6%,.,1%,-17%

21	CCOc1[nH]c(/N=C/c2ccc(OC)cc2)c(C#N)c1C#N
22	CN(C)S(=O)(=O)c1cc(NC(=O)CSc2cccc[n+]2[O-])ccc1Cl
23	Cc1nn(CC(=O)NC2CCC(C)CC2)c(C)c1[N+](=O)[O-] (stereo not given)
24	Cc1ccc(NC(=O)CN2C(=O)S/C(=C\c3ccc(C(=O)O)cc3)C2=O)cc1
25	Cc1ccc(C)c(NC(=O)c2ccc3c(c2)N(Cc2ccc(F)cc2)C(=O)CS3=O)c1 (stereo not given)

assay / entry,21,22,23,24,25
TDP1 block,1%,1%[56.1 µM],1%[56.1 µM],.,3%
FEN1 inhibitor,79µM*,-6%,3%,26%,-27%
N370S GC,.,.,.,2%,3%

26	COC(=O)c1scc(-c2ccccc2)c1S(=O)(=O)Nc1cccc(C)c1C
27	CC1CCCCC1NC(=O)CO/N=C/c1ccccc1OC(F)F (stereo not given)
28	COc1cccc(C(=O)NC2CCCc3c2cnn3-c2ccc(C)c(C)c2)c1OC (stereo not given)
29	CC(NC(=O)c1ccc(NS(C)(=O)=O)cc1)c1ccccc1 (stereo not given)
30	C/C(=N\NC1=NCCN1)c1ccc(Cl)cc1

assay / entry,26,27,28,29,30
TDP1 block,8%,-1%,4%,7%,7%
FEN1 inhibitor,8%,-6%,-1%,29%,-2%
N370S GC,.,10%,6%,3%,-3%

31	Cc1cccc(C)c1NC(=O)CSc1nnc([C@H](C)NC(=O)OC(C)(C)C)o1
32	O=C(NCCc1ccccc1)C1CCC(Cn2c(=O)c3ccccc3n(Cc3cccc(F)c3)c2=O)CC1 (stereo not given)
33	CC(=O)N1CCCc2cc(S(=O)(=O)Nc3ccc(Cl)cc3F)ccc21
34	NC(=O)C1CCN(C(=O)Cn2cccc2C(=O)c2ccccc2)CC1
35	O=C(CCc1ccccc1Cl)Nc1ccc(S(=O)(=O)Nc2nccs2)cc1

assay / entry,31,32,33,34,35
TDP1 block,3%,3%,5%,3%,-18%
FEN1 inhibitor,-1%,-4%,-11%,9%,-1%
N370S GC,3%,-1%,.,-7%,-12%

36	CCN(CC)CCN=C1CCCc2ccccc2N1
37	Cc1ccccc1C(=O)NC1CC2CCC(C1)N2Cc1ccccc1 (stereo not given)
38	CCc1nccn1CCC(=O)NC1CC(C)(C)Cc2c1cnn2-c1ccc(C)cc1 (stereo not given)
39	Cc1cc(NC(=O)C2CC(c3c(F)cccc3Cl)=NO2)n(-c2ccccc2)n1 (stereo not given)
40	CSc1ccc(CN2CCc3c([nH]c4ccccc34)C2)cc1

assay / entry,36,37,38,39,40
TDP1 block,3%,0%,4%,-10%,.
FEN1 inhibitor,10%,0%,15%,0%,-12%
N370S GC,-10%,-6%,-13%,28%,-29%

A few values from the entries so far:
Entry of #34 under N370S GC: -7%
Entry of #24 under N370S GC: 2%
Entry of #21 under TDP1 block: 1%
Entry of #25 under TDP1 block: 3%

(list continues)
41	O=C(NC1CCCC1)C(c1ccncc1)N(C(=O)c1csnn1)c1ccc(Cl)cc1 (stereo not given)
42	Cc1cccc(OCC(=O)NC2CC(C)(C)NC(C)(C)C2)c1
43	CCN1C(=O)[C@H]2[C@H]3[C@H](O)[C@H](O)C/C(=N\O[C@H](C)c4cn([C@H](CO)Cc5ccccc5)nn4)[C@@H]3CC[C@H]2C1=O
44	Cc1ccc(NC(=O)Cn2c(=O)n(Cc3ccco3)c(=O)c3sc4ccccc4c32)c(C)c1
45	Cc1cccc(NC(=O)CN(C)CC(=O)NC(c2ccccc2)c2ccccc2)c1C

assay / entry,41,42,43,44,45
TDP1 block,0%,9%,0%,6%,-1%[56.1 µM]
FEN1 inhibitor,-9%,-3%,.,-3%,-3%
N370S GC,-1%,0%,-12%,.,.

46	Cc1ccc(NC(=O)CSc2nnc(-c3ccco3)o2)cc1
47	CC(=O)Nc1ccc(NC(=O)CCc2c(C)nc3c(c(C)nn3-c3ccc(C)cc3)c2C)cc1
48	CCN1CCN(C(=O)Cn2cnc3sc(C)c(S(=O)(=O)N4CCN(c5ncccn5)CC4)c3c2=O)CC1
49	C/C(NCCCn1ccnc1)=C(\C#N)C(N)=O
50	Cc1ccc(S(=O)(=O)Nc2ccc3c(c2)OCCO3)cc1C

assay / entry,46,47,48,49,50
TDP1 block,5%,0%,0%,3%,8%
FEN1 inhibitor,-5%,-3%,-7%,5%,-4%
N370S GC,4%,.,-5%,-4%,-3%

Grouped by structure: the compounds so far containing a cyano group
21	CCOc1[nH]c(/N=C/c2ccc(OC)cc2)c(C#N)c1C#N
49	C/C(NCCCn1ccnc1)=C(\C#N)C(N)=O

assay / entry,21,49
TDP1 block,1%,3%
FEN1 inhibitor,79µM*,5%
N370S GC,.,-4%

The list continues:
51	Cc1nnc(NC(=O)CSc2nc3ccccc3[nH]2)s1
52	COc1cc(Cl)c(NS(=O)(=O)c2ccc(-c3coc(C)n3)cc2)c(OC)c1
53	C[C@@H]1C=CCC(=O)OC[C@H](C)C(=O)OC[C@H]2O[C@H]1C=C[C@H]2O
54	Cc1ccc(-c2n[nH]c(=O)c3ccccc23)cc1S(=O)(=O)N(C)CCO
55	COc1ccccc1NC(=O)CCc1nc2sc3c(c2c(=O)[nH]1)CCCC3

assay / entry,51,52,53,54,55
TDP1 block,-13%,-1%,8%[21 µM],5%,-5%
FEN1 inhibitor,-18%,13%,.,0%,2%
N370S GC,-3%,.,2%[12.8 µM],-6%,?

56	CCc1nnc(NC(=O)CSc2nc3c([nH]c4ccccc43)c(=O)n2-c2ccc(Cl)cc2)s1
57	COc1ccc(NC(=O)CSc2nnc(CNC(=O)c3cccs3)o2)c(OC)c1
58	Oc1ccc(/C=N/Nc2nc(-c3ccc(Cl)cc3)cc(C(F)(F)F)n2)cc1
59	O=C(CSC1=NCCS1)Nc1nc(-c2ccccc2)cs1
60	O=C(Nc1ccc(S(=O)(=O)NC2=NCCCCC2)cc1)c1ccc2ccccc2n1

assay / entry,56,57,58,59,60
TDP1 block,5%,1%,8%,0%,3%
FEN1 inhibitor,-2%,1%,?,7%,1%
N370S GC,.,-1%,-20%,-17%,-4%

61	NC(=O)NNc1ccccc1
62	O=C(O)C1CC[C@@](C(=O)O)(c2ccccc2)c2ccccc21 (stereo not given in full)
63	CSc1ccccc1NC(=O)CN(C)CC(=O)Nc1ccc(Cl)cc1F
64	COc1ccc(Nc2nnc(C)c3ccccc23)cc1
65	Cc1cccc(NS(=O)(=O)c2cc(C(=O)NCCC3=CCCCC3)ccc2Cl)c1

assay / entry,61,62,63,64,65
TDP1 block,-3%&-2%,1%,3%,.,4%
FEN1 inhibitor,.,.,-12%,-8%,-24%
N370S GC,7%,4%,9%,-13%,11%

Entries of single compounds, looked up by structure. Screens in order: TDP1 block	FEN1 inhibitor	N370S GC
`Cc1cccc(NS(=O)(=O)c2cc(C(=O)NCCC3=CCCCC3)ccc2Cl)c1` is entered as 4%	-24%	11%
`NC(=O)NNc1ccccc1` is entered as -3%&-2%	.	7%
`O=C(O)C1CC[C@@](C(=O)O)(c2ccccc2)c2ccccc21` (stereo not given in full) is entered as 1%	.	4%
`CSc1ccccc1NC(=O)CN(C)CC(=O)Nc1ccc(Cl)cc1F` is entered as 3%	-12%	9%

Other compounds follow.
66	COc1ccc(NC(=O)CN(Cc2ccccc2)Cc2ccccc2)cc1S(N)(=O)=O
67	CCC(C)NC(=O)C1CN(S(=O)(=O)c2ccccc2)CCN1S(=O)(=O)c1ccccc1 (stereo not given)
68	O=C(Nc1cccc2ncccc12)c1ccc(OCc2ccccc2)cc1
69	OC1(c2ccccc2)CNCCc2ccccc21 (stereo not given)
70	O=C(Nc1ccccc1)C1=C[C@H](c2csc3ccccc23)C[C@H](OCCCCO)O1

assay / entry,66,67,68,69,70
TDP1 block,4%,6%,4%,.,5%
FEN1 inhibitor,11%,-3%,-5%,2%,-17%
N370S GC,19%,-13%,18%,14%,3%

2 compounds drawn at random from those above:
40	CSc1ccc(CN2CCc3c([nH]c4ccccc34)C2)cc1
52	COc1cc(Cl)c(NS(=O)(=O)c2ccc(-c3coc(C)n3)cc2)c(OC)c1

assay / entry,40,52
TDP1 block,.,-1%
FEN1 inhibitor,-12%,13%
N370S GC,-29%,.

(further entries)
71	Cc1cc(C)c(OCC(=O)Nc2cc(C(=O)O)cc(C(=O)O)c2)cc1C
72	Cc1csc2nc(O)c(C(=O)NCCCc3ccccc3)c(=O)n12
73	Cc1cc(C(=O)COC(=O)c2ccc(Cl)c(S(N)(=O)=O)c2)c(C)n1C1CC1
74	CC[C@H](C)[C@H](NC(N)=O)C(=O)Nc1ccc(S(=O)(=O)NC(C)C)cc1
75	O=C(/C=C/c1ccccc1)N(Cc1cccs1)C1CCS(=O)(=O)C1 (stereo not given)
76	CC(C)Cc1nnc(NC(=O)C2CCCC2)s1
77	CN(C)CCCNC(=O)C(=O)Nc1ccc2c(c1)N(S(=O)(=O)c1cccs1)CCC2

assay / entry,71,72,73,74,75,76,77
TDP1 block,-3%,6%,0%,-1%,.,9%,0%
FEN1 inhibitor,-14%,-7%,-1%,18%,14%,1%,12%
N370S GC,-15%,-9%,-5%,0%,14%,-7%,-9%

Screening data as filed in PubChem.
